H9c2 TAG inh = inhibitors of triacylglycerol accumulation, primary screen, cell-based, uHTS, fluorescence, H9c2; actives 0.66% (n = 230,000); AID 651582, 2012; inhibition, % at 12.5 µM; H9c2 cells, Nile Red lipid (TAG) fluorescence; cells loaded with 200 µM oleic acid;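 active means pattern-corrected inhibition of lipid staining of at least 50% with the nuclear-stain viability signal not falling by more than 50%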;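 further: 0% = DMSO wells and 100% = triacsin C control wells; some results filed as inactive read as strong as hits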
H9c2 TAG inh DAPI viability = also measured in H9c2 TAG inh; calls as there; DAPI nuclei signal change (viability), lower = more cytotoxic, %;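 whole-well DAPI fluorescence read on a plate reader as a viability signal; minus 50 percent equals half of cells still viable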
The depositor's hits bear a star.

SMILES | H9c2 TAG inh | H9c2 TAG inh DAPI viability
O=C(O)/C=C\C(=O)NC1CCCCC1 | -7 | -3
CCC(=O)c1ccc(OCC(O)Cn2c(C)nc3ccccc32)cc1 (configuration not stated) | -75 | 20
COc1ccc(Cl)cc1S(=O)(=O)N1CCC(C(=O)NCc2ccccn2)CC1 | 20 | -16
CCC(=O)Nc1cc(C(C)(C)C)ccc1C(C)=O | 3 | 0
CC1Cc2ccccc2N1CC(=O)Nc1ccc2c(c1)OCCCO2 (configuration not stated) | 7 | -10
CCCCN(CC)C(=O)CSc1nc2n[nH]c(C)c2c(=N)n1-c1cccc(C)c1 | 20 | -10
CC(C)COc1cccc(C(=O)NC2(C)CCS(=O)(=O)C2)c1 (configuration not stated) | 21 | -2
CCCNCc1cc(Cl)c(OCC)c(Cl)c1 | 3 | -1
CN(CC(=O)Nc1ccc(Cl)cc1)Cc1cc(=O)n2ccsc2n1 | 7 | 10
O=C1N[C@@H](c2ccccc2)COC(=O)[C@H](Cc2ccc(F)cc2)CC/C=C/C[C@@H]1CC(=O)N(CCO)Cc1ccccc1 | 11 | -4
Cc1ccc(N2C(=O)CS/C2=N\C(=S)Nc2ccccc2)cc1 | -11 | 8
CC(=O)N/C(=C\c1ccccc1)C(=O)OCC(=O)N(C)C1CCS(=O)(=O)C1 (configuration not stated) | -2 | 4
C[C@]12c3[nH]c4ccc(Cl)cc4c3CCN1C(=O)[C@@H](CC(=O)NCC13CC4CC(CC(C4)C1)C3)C[C@@H]2C(=O)N1CCOCC1 | 31 | 11
CC1CN(Cc2ccccc2)C(=O)NC1=O (configuration not stated) | -10 | 2
Cc1ccc(S(=O)(=O)N(c2ccc(Br)cc2)C2C=CS(=O)(=O)C2)cc1 (configuration not stated) | -3 | 84
CCCCCc1nc2c(=O)n(C)c3ccccc3c2o1 | -31 | -17
N#Cc1c(NCCN)nc(-c2ccco2)c2c1CCCC2 | 15 | 20
CCN(CC(=O)NC1CCS(=O)(=O)C1)C(=O)COc1ccccc1-c1ccccc1 (configuration not stated) | 7 | -2
Cc1ccc(/C=N/NC(=O)C[n+]2ccccc2)o1 | -3 | 0
C=C(C)CNC(=S)N/N=C/c1ccco1 | 3 | -6

Continued; the last 2 above are carried over.
SMILES | H9c2 TAG inh | H9c2 TAG inh DAPI viability
Cc1ccc(/C=N/NC(=O)C[n+]2ccccc2)o1 | -3 | 0
C=C(C)CNC(=S)N/N=C/c1ccco1 | 3 | -6
CN(C)/C=C1/C=C(C=O)OC1=O | 5 | -4
c1coc(Cn2c(-c3ccco3)nc3ccccc32)c1 | -13 | 16
Cc1c(CNC(=O)C2CC2)c(-n2cccc2)n(Cc2ccccc2)c1C | -32 | -4
COc1ccc(C(=O)CSc2nnnn2Cc2ccccc2)cc1 | -1 | 10
Cc1c(NN=C(C#N)C#N)c(=O)n(-c2ccccc2)n1C | -17 | 6
CC(=O)C(C)Oc1ncn(-c2ccccc2)n1 (configuration not stated) | -4 | -6
O=C(O)c1ccc(NC2(C(=O)O)CCCC2)cc1 | -3 | 4
Cc1noc(C)c1S(=O)(=O)N(C)C[C@@H]1OCc2cnnn2CCCC(=O)N([C@@H](C)CO)C[C@H]1C | -3 | -7
CC(C)(C)C(=O)Nc1ccc(S(=O)(=O)NC2=NCCCCC2)cc1 | -5 | 6
O=C(/C=C/c1cccc(F)c1)NNC(=O)c1ccncc1 | 6 | -1
O=C(Nc1ccc(S(=O)(=O)NC2=NCCCCC2)cc1)c1ccc(=O)[nH]c1 | -5 | -2
CC(C)(C)NC(=S)NNC(=O)c1ccccc1Cl | 8 | -6
COc1ccc(S(=O)(=O)N(C)C[C@H]2OCCCC[C@@H](C)Oc3ccc(NC(=O)CCC(F)(F)F)cc3C(=O)N([C@H](C)CO)C[C@@H]2C)cc1 | 9 | 0
CC(C)C[C@@H](CO)N1CCN(Cc2ccc(O)cc2)CCC1=O | -5 | -12
CC(C(=O)Nc1ccc(F)c(F)c1F)N1CCCCCC1 (configuration not stated) | 2 | -3
COc1ccc(-c2nc(CNS(=O)(=O)c3cc(OC)ccc3OC)cs2)cc1 | -11 | 0
CCCN(CC(=O)Nc1ccccc1C)C(=O)CCN1C(=O)c2cccc([N+](=O)[O-])c2C1=O | 4 | 9
O=C(CN1C(=O)C(=O)N(C2CCCC2)C1=O)Nc1ccc(N2CCOCC2)cc1 | 8 | -9
Cc1ccc(C)c(S(=O)(=O)Nc2nc3ccc(S(N)(=O)=O)cc3s2)c1 | -3 | -10
COc1ccc(CCC(=O)N2CCc3ccccc32)cc1 | -30 | 1
COc1ccc([N+](=O)[O-])cc1N(CC(=O)N1CCCC1)S(C)(=O)=O | -8 | 2
O=C(OCC#CCSc1nnc(-c2cccc3ccccc23)o1)c1ccc(Cl)cc1 | 12 | -3
CCOC(=O)C(Cc1ccnnc1)=NO | 7 | -4
CCC(=O)c1ccc(Oc2nc3c(c(=O)n(C)c(=O)n3C)n2CC)cc1 | -17 | -3
Cc1cc(C)cc(C(=O)Nc2cc3c4c(c2)CC(=O)N4CCC3)c1 | 19 | 1
Cc1ccccc1N1C(=O)c2sc3nc4c(c(=O)n3c2C1=O)CCC4 | 2 | 3
O=C(CCC1COc2ccccc2O1)NCc1ccco1 (configuration not stated) | 3 | -9
COc1ccc2[nH]cc(C(O)CN3CCN(c4ccccc4F)CC3)c2c1 (configuration not stated) | 1 | 4
Cc1ccccc1-n1c(SCC(=O)c2c(N)n(C3CC3)c(=O)[nH]c2=O)nnc1N1CCOCC1 | 4 | -4
COc1ccc(S(=O)(=O)N2CCCC(C(=O)NCCC3=CCCCC3)C2)cc1 (configuration not stated) | 21 | 0
Cc1c(NC(=O)C(C)OC(=O)c2sc3ccccc3c2Cl)c(=O)n(-c2ccccc2)n1C (configuration not stated) | 7 | 12
CC(C)n1c(NCCO)nc2ccccc21 | -9 | 5
CCOc1ccc(NC(=O)CSc2ncn[nH]2)c([N+](=O)[O-])c1 | -13 | 4
Cc1cccc(S(=O)(=O)Nc2ccc(C)c3c2OC(C)(C)C3)c1 | 8 | 9
CC1CC(C)CN(CCCNC(=O)CCNC(=O)Cn2ccc3ccccc3c2=O)C1 (configuration not stated) | -18 | 9
COC(=O)CNC(=O)CSc1ccccn1 | -2 | 4
COCCNC(=O)c1cc2c(=O)n(C)c3ccccc3c2n1C | 9 | -16
COc1ccc(Cl)cc1C(=O)NCCN(C)C | -20 | 0
Nc1nc(Nc2ccc(Cl)cc2Cl)nc(C(F)(F)F)n1 | -3 | 7
CC(=O)c1cccc(CN2CCCC(CCC(=O)NCc3ccccc3F)C2)c1 (configuration not stated) | -2 | 3
CN1CCN(S(=O)(=O)c2cccc(C(=O)N3CCN(c4ccccc4F)CC3)c2)CC1 | 3 | 1
c1csc(Cn2nnnc2CN2CCN(c3nc4ccccc4s3)CC2)c1 | -5 | 6
CC(=O)c1cccc(NC(=O)CNC(=O)Cc2cccc3ccccc23)c1 | -1 | 10
Cc1cc(NC(=O)CSc2[nH]c(=O)cc(C(F)(F)F)c2C#N)no1 | 3 | 3
CCCN(C(=O)c1cn(CC)c2nc(C)ccc2c1=O)c1c(N)n(Cc2ccccc2)c(=O)[nH]c1=O | 10 | 14
CC1(C)NC(=O)N(CCC(=O)Nc2cc(C(F)(F)F)ccc2Cl)C1=O | 9 | -9
NC1=C([N+](=O)[O-])C(c2ccccc2)C2=C(CCCC2=O)O1 (configuration not stated) | -7 | 2
CN(C(=O)CSC1=NCCS1)c1ccccc1 | -3 | -2
CCc1c(C)nc2c(-c3ccccc3OC)c(C)[nH]n2c1=O | 11 | -18
CN(Cc1ccccc1)c1ncnc2ccc(Br)cc12 | -20 | 3

Further results follow.
SMILES | H9c2 TAG inh | H9c2 TAG inh DAPI viability
NC(=O)c1sc2nc3c(c(-c4ccco4)c2c1N)CCCC3 | -10 | 8
COc1ccccc1[C@H]1C(c2cccc(C)c2)=NN(c2ccccc2)[C@@H]1CO | 72* | 98*
C=CCn1c(CSc2nc3ccccc3s2)nnc1SCC(=O)NCCN1CCOCC1 | -16 | 2
O=C(COc1ccc(Br)cc1)OCC(=O)N1CCOCC1 | 0 | 34
COc1ccccc1P(=O)(c1ccccc1)c1ccccc1NC(C)=O (configuration not stated) | -2 | 1
Cn1nnnc1SCC(=O)NCCCc1ccccc1 | -2 | 0
C=CCn1c(SC)nnc1C1COc2ccccc2O1 (configuration not stated) | -16 | -1
O=C(NC1CCN(C(=S)NCc2ccco2)CC1)c1cccc(F)c1 | -6 | 5
N#CC(=C(O)COC(=O)CCCNC(=O)c1ccc(Cl)cc1)c1nc2ccccc2[nH]1 | 2 | 6
COc1ccc(S(=O)(=O)Nc2ccc(S(=O)(=O)Nc3ccc(F)cc3)cc2)cc1C | -17 | 6
CC(C)(C)C(=O)/C(=C/c1ccncc1)n1cncn1 | 89 | -80
OCCN1CCN(c2ncnc3c2ncn3[C@H]2CN(Cc3ccc(F)cc3)C[C@@H](CO)O2)CC1 | -7 | -1
O=C(CN1CCN(CC(=O)c2ccc(Cl)cc2)CC1)c1ccc(Cl)cc1 | 0 | 8
O=C(Nc1nccs1)C(NS(=O)(=O)c1ccc(Br)s1)c1ccccc1 (configuration not stated) | 14 | -10
CCOCC(=O)Nc1ccc(OCc2ccccc2)cc1 | 3 | -10
CCOc1ccc(S(=O)(=O)N(C)c2ccc(OCC(=O)NCCc3ccc(OC)cc3)cc2)cc1 | -22 | 7
CCn1c(SCC(=O)NC2CC2)nnc1-c1ccccn1 | -6 | 6
CCOc1ccccc1N1CCN(CC(=O)Nc2cc(C)on2)CC1 | -7 | 17
CCN(C(=O)COC(=O)/C(C#N)=C/c1cc(C)n(CCOC)c1C)c1c(N)n(Cc2ccccc2)c(=O)[nH]c1=O | 4 | 2
COc1ccc(C(=O)NCc2cccnc2)cc1Br | -4 | -2
COCC(C)n1c(C)cc(C(=O)CSc2nc(C)c(C)c(C)n2)c1C (configuration not stated) | 9 | -5
COc1ccc(C(OC(=O)c2ccco2)C(=O)NC2CCCCC2)cc1 (configuration not stated) | 1 | 5
Cc1ccc(S(=O)(=O)N(C)C)cc1NC(=O)COC(=O)C1CC1 | 13 | -2
O=C(NCc1ccc(/C=N\NC(=O)C(=O)Nc2ccccc2Br)o1)C(=O)Nc1ccccc1 | -6 | 8
CC(=O)ONC(=Nc1ccccc1)c1nonc1N | 7 | -14
CCCN(CCC)C(=O)Cn1c2ccccc2c2nc(=O)cc(C)n21 | -4 | 6
CCN(CC)C(=O)c1cccc2nc3ccccc3nc12 | -7 | 6
COc1ccc(CC(=O)Nc2cc(S(=O)(=O)N3CCCCC3)ccc2C)cc1OC | -13 | -2
CC(=O)N1CCN(CC(=O)Nc2ccc(C)c(S(=O)(=O)N(C)C)c2)CC1 | 8 | -2
CC(=O)Nc1ccc(NC(=O)C(C)OC(=O)c2ccccc2NS(=O)(=O)c2cccs2)cc1 (configuration not stated) | 3 | -4

Gathered by group: the entries above with two or more sulfur atoms.
SMILES | H9c2 TAG inh | H9c2 TAG inh DAPI viability
Cc1ccc(N2C(=O)CS/C2=N\C(=S)Nc2ccccc2)cc1 | -11 | 8
Cc1ccc(S(=O)(=O)N(c2ccc(Br)cc2)C2C=CS(=O)(=O)C2)cc1 (configuration not stated) | -3 | 84
COc1ccc(-c2nc(CNS(=O)(=O)c3cc(OC)ccc3OC)cs2)cc1 | -11 | 0
Cc1ccc(C)c(S(=O)(=O)Nc2nc3ccc(S(N)(=O)=O)cc3s2)c1 | -3 | -10
c1csc(Cn2nnnc2CN2CCN(c3nc4ccccc4s3)CC2)c1 | -5 | 6
CN(C(=O)CSC1=NCCS1)c1ccccc1 | -3 | -2
C=CCn1c(CSc2nc3ccccc3s2)nnc1SCC(=O)NCCN1CCOCC1 | -16 | 2
COc1ccc(S(=O)(=O)Nc2ccc(S(=O)(=O)Nc3ccc(F)cc3)cc2)cc1C | -17 | 6
O=C(Nc1nccs1)C(NS(=O)(=O)c1ccc(Br)s1)c1ccccc1 (configuration not stated) | 14 | -10
CC(=O)Nc1ccc(NC(=O)C(C)OC(=O)c2ccccc2NS(=O)(=O)c2cccs2)cc1 (configuration not stated) | 3 | -4

Other records:
SMILES | H9c2 TAG inh | H9c2 TAG inh DAPI viability
COc1ccc(CC(=O)OCC(=O)Nc2ccc3c(c2)OCO3)cc1 | 11 | -8
CCOC(=O)N1CCN(c2cc(=O)n(-c3ccc(Br)cc3)c(=O)[nH]2)CC1 | -6 | 7
CSc1ccc(-c2nc3cnccn3c2Nc2ccc3c(c2)OCO3)cc1 | 4 | 0
CC(=O)N(C)c1cccc([N+](=O)[O-])c1 | -4 | -5
COc1ccccc1NC(=S)NC(=O)c1c(-c2ccccc2Cl)noc1C | -13 | 10
Cc1c(N(C)S(=O)(=O)c2ccc(Cl)c(C(=O)NCC3CCCO3)c2)c(=O)n(-c2ccccc2)n1C (configuration not stated) | 2 | -6
CCNC(=O)C1(C)CCN(C(=O)c2ccc3c(c2)OCO3)C1 (configuration not stated) | -5 | 16

An excerpt; count on the stated rates, not on these rows.
